# Screening results as filed in PubChem.
# Nrf2 block: Nrf2 qHTS screen for inhibitors | actives 2.1% (n = 360,000) | AID 504444, 2011 | Potency, µM (top dose mostly 46 µM), for the others: top-dose activity change, negative = inhibition, usual class: inhibitors | A549 ARE-Fluc reporter, luciferase luminescence, 18-24 h; note: potency is the fitted concentration of half-maximal effect; % is set by controls: 0 for no effect and ±100 for the full control effect; nearly all actives have a fitted effect of over 60% in size
#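 Two sequential reads on A549 ARE_Fluc cells exposed to compound for 18-24 h: a CellTiter-Fluor fluorescence read for viability, then a luciferase luminescence read for Nrf2/ARE activity.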
# HepG2 tox: qHTS for Inhibitors of TGF-b: Cytotox Counterscreen; HepG2 CAGA-GFP viability, ATP luminescence, 18 h; Potency, µM (doses to about 46.1 µM), for the others: at the top dose activity change, negative = cytotoxicity, usual class: cytotoxic; actives 0.76% (n = 410,000); note: potency is the fitted concentration of half-maximal effect; some results filed as inactive show a strong effect at the top dose
#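 HepG2 CAGA-GFP cells (1000/well, DMEM with 1% FBS) received compound, then TGF-beta at 500 pg/mL final, and were incubated 18 hours at 37 degrees C. Viability was read by CellTiter-Glo luminescence. Media-only wells were set as complete cell-killing and DMSO as no toxicity.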
# Mm-Cpn inhibitor: Inhibitors of TCP-1 ring complex (TRiC) of Methanococcus maripaludis (MmCpn): qHTS. purified Mm-Cpn ATPase, ADP Transcreener TR-FRET. Potency, µM (series often up to 76.9 µM), without a hit: at the highest dose activity, negative = inhibition, hits mostly inhibitors. actives 0.031% (n = 330,000). AID 504842, 2011; note: potency is the fitted concentration of half-maximal effect; % is set by controls: 0 for no effect and ±100 for the full control effect; nearly all actives have a fitted effect of over 80% in size
#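 Purified archaeal chaperonin (25 nM final) was preincubated with compound for 10 min at 37°C, then ATP (10 uM final) was added for 30 min at 37°C in Tris pH 7.4/KCl/MgCl2/DTT buffer. ADP was quantified by HTRF Transcreener TR-FRET.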
# TGFb SMAD3 inh: qHTS for Inhibitors of TGF-b | HepG2 CAGA-GFP TGF-b/SMAD3 reporter, GFP fluorescence, 18 h; TGF-beta stimulated, 500 pg/mL final | Potency, µM (top dose mostly 46.1 µM), without a hit: top-dose activity, negative = inhibition, hits mostly inhibitors | actives 1.2% (n = 410,000) | AID 588855, 2011; note: potency is the fitted concentration of half-maximal effect; % is set by controls: 0 for no effect and ±100 for the full control effect; nearly all actives have a fitted effect of over 65% in size
#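 HEPG2 CAGA-GFP reporter cells (1000/well, DMEM with 1% FBS) received compounds, then recombinant TGF-beta at 500 pg/mL final for 18 hours at 37 degrees C. Per-cell GFP summed per well was normalised to unstimulated and stimulated DMSO controls before curve fitting.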
# CCT chaperon mod: High-Throughput Screening for Modulators of Cytosolic Chaperonin Activity; purified chaperonin ATPase assay, HTRF ADP detection, 30 min; activity change, % (no concentration beside the values), hits read low; actives 0.3% (n = 360,000); AID 651819, 2012; in the data active = activity change below about -30%; note: % is set by controls: 0 for no effect and ±100 for the full control effect
#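 TRiC (40 or 20 nM final, by batch activity) in 30 mM Tris pH 7.4, 100 mM KCl, 5 mM MgCl2, 1 mM DTT was treated with compound at 76 uM single dose, then 10 uM ATP, 30 min at 37 °C. ADP was read by HTRF Transcreener.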
# Abeta yeast res: qHTS for compounds that reverse cellular toxicity of Amyloid beta (A-beta) peptide in yeast: Primary Screen. AID 1347071, 2019. actives 0.063% (n = 410,000). Potency, µM (series often up to 46.1 µM), without a hit: at the highest dose growth rescue, usual class: activators. yeast expressing A-beta42, growth rescue, OD600, 48 h; response scale: 0% DMSO, 100% iron-clioquinol control; note: potency is the fitted concentration of half-maximal effect; nearly all actives have a fitted effect of over 55% in size
#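 Growth rescue measured by 600 nm absorbance after 48 h yeast culture at 30 C with compound. Values normalized between DMSO and an equimolar ferric chloride plus clioquinol control.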
# A549 tox: Nrf2 qHTS screen for inhibitors: counterscreen for cytotoxicity. A549 ARE-Fluc cells, CellTiter-Fluor viability, 18-24 h. Potency, µM (series often up to 46 µM), for the others: at the top dose activity change, negative = cytotoxicity, usual class: inhibitors. actives 0.16% (n = 390,000). AID 504648, 2011; note: potency is the fitted concentration of half-maximal effect; % is set by controls: 0 for no effect and ±100 for the full control effect
#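 A549 ARE-Fluc cells in 5% FBS OPTI-MEM, 5000 cells/well, rested 2 h then exposed to compounds in concentration-response for 18-24 h at 37 °C. Viability by CellTiter-Fluor fluorescence (Ex 405/Em 525) after 30 min; luciferase luminescence (BugLite, 15 min, RT) read afterwards.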
# Akt phos inh: HTS Assay for Inhibitors of Akt Phophorylation: Primary Screen. activity change, % for hits at 50 µM. Neuro2A IGF-stimulated pAkt S473 HTRF, 20 min; hits give low values. actives 0.32% (n = 360,000); in the data active = activity change below about -80%; inconclusive = mostly about -51% to -80%; note: % is set by controls: 0 for no effect and ±100 for the full control effect
#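 Single-point screen (50 µM final compound) in Neuro2A cells stimulated 20 min with 6 nM IGF at 37 deg C. After lysis, Ser473-phosphorylated Akt read by HTRF (ex 330 nm, em 615/665 nm) as the 665/615 ratio.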
# Nrf2 activator: qHTS of Nrf2 Activators | AREc32 ARE-luciferase reporter (MCF7-derived line), luminescence, 24 h | Potency, µM (doses to about 46.1 µM), inactives show at the top dose activation, most hits filed as activators | actives 0.31% (n = 410,000); note: potency is the fitted concentration of half-maximal effect; % of control where 0% means no effect; nearly all actives have a fitted effect of over 65% in size
#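 Steps: seed AREc32_Fluc cells (1000/well, 5% FBS OPTI-MEM); incubate overnight at 37 deg C; add 23 nL compound; incubate 24 hr; add Steady-Glo; hold 30 min RT; read luminescence.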
# * = called active by the depositor; i = inactive; u = inconclusive; x = no result given; & = joins results of further samples; [ ] = dose if it differs, or a comment. Unless noted, calls come from the whole dose curve; as a rule, active = well fitted curve in the direction sought with a large enough effect; inconclusive = small, poorly fitted or top-dose-only effect, or another doubt; inactive = no such curve, though single readings can be large; an effect the other way counts as inactive or inconclusive.
SMILES,Nrf2 block,HepG2 tox,Mm-Cpn inhibitor,TGFb SMAD3 inh,CCT chaperon mod,Abeta yeast res,A549 tox,Akt phos inh,Nrf2 activator
Cc1cccc(N/C(N)=N/c2nc(C)cc(=O)[nH]2)c1,-8%,3%,-5%,21%,2.2,0%,2%,i,-0.3%[9.22 µM]
Cn1cc(Br)c(NC(=O)/C=C/C(=O)O)n1,14%,-3%,3%,0%,-0.8,-6%,0%,i,-1.1%
O=c1c(-c2ccc(Br)cc2)coc2c(CN3CCCCC3)c(O)ccc12,6%,1%,0%,8%,-0.7,6%,1%,i,-0.6%
CC(=O)C(C(c1ccccc1)N1CCCc2ccccc21)N1CCOCC1 (centres undefined),2%,-2%,x,5%,-0.3,u,0%,i,0.4%
COc1cc(OC)cc(C(=O)NNC(=O)c2cc(S(=O)(=O)N3CCOCC3)ccc2F)c1,u,-14%,-1%,u,1.9,-10%,2%,i,0.2%
CCN(CCn1cccn1)Cc1cn[nH]c1-c1ccc(-c2ccccc2)cc1,-18%,-23%,-2%,-2%,1.4,-2%,0%,i,4.5%
COCCn1c(C)cc(O)c(C(c2ccccc2)N2CCC(C)CC2)c1=O (centres undefined),x,0%,x,21%,x,-8%,-16%,x,0.4%
Cc1ccc(S(=O)(=O)NCC2CCC(C(=O)NCCCN3CCOCC3)CC2)cc1 (centres undefined),x,-13%,0%,6%,0.2,2%,3%,i,-0.2%
O=C(NCc1ccco1)Nc1cccc2ccccc12,9%,2%,x,9%,-2.9,12%,-5%,i,u
Cc1ccc(CNC(=O)CN2C(=O)CC(c3ccc(C)c(C)c3)=Nc3ccccc32)cc1,25%,-12%,x,-9%,x,3%,-2%,x,-0.6%
COc1ccc2c(Cl)c(C(=O)NCc3ccco3)sc2c1,x,1%,u,-7%,0.4,1%,2%,i,3.4%
Cc1nn(-c2ccccc2)c(C)c1C(=O)OCC(=O)Nc1cccc(S(N)(=O)=O)c1,0%,-14%,-8%,5%,0.8,-7%,-7%,i,0.4%
O=C(COC(=O)/C=C/c1ccccc1[N+](=O)[O-])NC(=O)NC1CCCC1,6%,23%,-3%,-13%,-3.5,-4%,6%,i,14%
O=C(O)c1ccc(-c2nc3ccccc3[nH]2)cc1,-11%,3%,-10%,2%,0.8,-19%,-6%,i,-0.6%
CC(=O)NN1C(=O)/C(=C/c2ccc(C(C)C)cc2)SC1=S,2%,-23%,0%,u,-2.0,0%,0%,i,0.0%[9.22 µM]
COC(=O)[C@]12CCCCC=C1N(CCC1=CCCCC1)C(=O)[C@H](CC(=O)NCC13CC4CC(CC(C4)C1)C3)C2,x,x,x,x,-1.1,4%,x,i,0.2%
COc1cc([N+](=O)[O-])ccc1NC(=O)CN(C)C,-1%,-1%,-4%,-3%,1.1,-2%,-1%,i,-0.9%
CC(NC(=O)Nc1cc(Cl)ccc1Cl)c1c(-n2cccc2)sc2c1CCCC2 (centres undefined),-5%,-15%,x,-17%,x,0%,-1%,x,-0.7%
N#Cc1cccn1-c1nccs1,-8%,11%,0%,2%,0.3,-8%,-1%,i,-0.2%
COc1ccccc1CN1CCC(CNC(=O)c2cnn(-c3cccc(Cl)c3)c2C2CCN(C(=O)OC(C)(C)C)CC2)CC1,u,-39%,x,u,x,8%,u,x,0.8%
Oc1ccccc1C1=Nc2ncnn2C(c2ccccc2)C1 (centres undefined),x,-71%,0%,u,-3.9,7%,7%,i,17%
Cc1cc(C)c(C(=O)N2CCCC(C(=O)c3cc(F)ccc3F)C2)o1 (centres undefined),0%,4%,1%,7%,1.4,6%,0%,i,0.3%
CN1/C(=C/c2cc[n+](C)c3ccccc23)C=Cc2ccccc21,1.2µM*,-17%,-4%,u,-18,-43%,21µM*,i,-0.4%
O=C(NCC(c1cccnc1)N1CCc2ccccc2C1)C(=O)Nc1ccc(Cl)cc1 (centres undefined),u,-30%,x,u,x,31%,-6%,x,2.7%
CC1CCc2c(nc3ncnn3c2Nc2ccc(OC(F)(F)F)cc2)C1 (centres undefined),x,-26%,-1%,16µM*,-6.7,4%[9.22 µM],-8%,i,0.4%
COc1ccc(Nc2ccc([N+](=O)[O-])cn2)cn1,2%,-4%,2%,-7%,-3.5,-7%,-10%,i,0.9%
CCCC1N2CC3([N+](=O)[O-])CN1CC([N+](=O)[O-])(C2)C3(C)C (centres undefined),9%,2%,-1%,-6%,-1.3,-1%,2%,i,0.2%
CCCC(=O)c1cc2c(cc1NC(=O)c1ccccc1F)OCCO2,-12%,-16%&0%,-1%,-1%&-1%,-3.1,6%&0%,-1%&10%,i,-0.6%&-0.8%
CCOC(=O)C1=CCC(c2cccc3ccccc23)N(S(=O)(=O)c2ccc(C)cc2)C1 (centres undefined),x,-28%,x,-11%,0.8,0%,x,i,-0.6%
COc1ccccc1C#Cc1cnc2c(c1)C(=O)N([C@H](C)CO)C[C@H](C)[C@@H](CN(C)S(=O)(=O)c1cn(C)cn1)O2,x,-40%,x,-4%,-1.3,0%,x,i,0.2%

# Part of the list above in another layout.
# Sequence of screens: Nrf2 block | HepG2 tox | Mm-Cpn inhibitor | TGFb SMAD3 inh | CCT chaperon mod | Abeta yeast res | A549 tox | Akt phos inh | Nrf2 activator
COC(=O)[C@]12CCCCC=C1N(CCC1=CCCCC1)C(=O)[C@H](CC(=O)NCC13CC4CC(CC(C4)C1)C3)C2
    x | x | x | x | -1.1 | 4% | x | i | 0.2%
COc1cc([N+](=O)[O-])ccc1NC(=O)CN(C)C
    -1% | -1% | -4% | -3% | 1.1 | -2% | -1% | i | -0.9%
CC(NC(=O)Nc1cc(Cl)ccc1Cl)c1c(-n2cccc2)sc2c1CCCC2 (centres undefined)
    -5% | -15% | x | -17% | x | 0% | -1% | x | -0.7%
N#Cc1cccn1-c1nccs1
    -8% | 11% | 0% | 2% | 0.3 | -8% | -1% | i | -0.2%
COc1ccccc1CN1CCC(CNC(=O)c2cnn(-c3cccc(Cl)c3)c2C2CCN(C(=O)OC(C)(C)C)CC2)CC1
    u | -39% | x | u | x | 8% | u | x | 0.8%
Oc1ccccc1C1=Nc2ncnn2C(c2ccccc2)C1 (centres undefined)
    x | -71% | 0% | u | -3.9 | 7% | 7% | i | 17%
Cc1cc(C)c(C(=O)N2CCCC(C(=O)c3cc(F)ccc3F)C2)o1 (centres undefined)
    0% | 4% | 1% | 7% | 1.4 | 6% | 0% | i | 0.3%
CN1/C(=C/c2cc[n+](C)c3ccccc23)C=Cc2ccccc21
    1.2µM* | -17% | -4% | u | -18 | -43% | 21µM* | i | -0.4%

# The list goes on:
SMILES,Nrf2 block,HepG2 tox,Mm-Cpn inhibitor,TGFb SMAD3 inh,CCT chaperon mod,Abeta yeast res,A549 tox,Akt phos inh,Nrf2 activator
COc1cccc2cc(C(=O)NC(C)C3CCCO3)c(=O)oc12 (centres undefined),6%,-5%,-6%,25%,-4.5,-13%,-2%,i,21%
CC(C)N(C)C1CCN(S(=O)(=O)c2ccc3[nH]c(=O)ccc3c2)CC1,x,3%,x,2%,x,-4%,-2%,x,-0.8%
CNc1oc(-c2cccc3ccccc23)nc1C#N,26%,6%,-3%,-4%,1.2,-6%,0%,i,25%
N#CCCN(C(=O)COC(=O)c1nc(Cl)ccc1Cl)c1ccccc1,-10%,0%,0%,20%,1.8,11%,-2%,i,-0.6%
CCN1CCN(c2ccc(S(=O)(=O)N3CCOCC3)cc2NC(=O)C(C)Oc2ccc(Cl)cc2)CC1 (centres undefined),-13%,-22%,0%,-8%,1.7,-4%,-4%,i,3.3%
CCNc1c([N+](=O)[O-])ncn1C,x,2%,0%,-4%,-2.0,24%,u,i,-0.4%
O=C(NCC1CCCO1)c1c(O)c2c([nH]c1=O)CCCC2 (centres undefined),u,-4%,1%,2%,2.6,-17%,-11%,i,4.4%
CCCOc1ccc(C(C)=O)cc1CSCCC#N,u,1%,-4%,4%,-2.9,-2%,-3%,i,4.6%
O=C1NC(=O)C2(CCCCC2C2CCCCC2)N1 (centres undefined),-10%,-9%,x,-19%,-0.8,8%,-14%,i,0.1%
O=S(=O)(NCCOc1ccc(F)cc1)c1ccc2c(c1)OCCO2,-10%,-37%,2%,-16%,1.5,-22%,u,i,0.8%
O=C(CCC(=O)OCc1ccc(C(=O)Oc2ccccc2)cc1)Nc1cccc2ccccc12,13%,9%,2%,6%,-3.6,3%,-2%,i,2.9%
Cc1ccccc1CN1C(=O)Nc2ccccc2C(=O)N1C(C)(C)C,5%,-4%,-6%,11%,-1.7,4%,5%,i,-0.4%
